Compound activity from PubChem.
RAD52 inh = RAD52 (human) annealing inhibition | P43351 | recombinant RAD52 DNA annealing, FRET fluorescence | inhibition, % at 18.7 µM | 360,000 compounds, 0.46% hits;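 active means every replicate showing at least 50% inhibition; inconclusive means mean inhibition at least 50% but not in every replicate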
E-sel inducer = induces E-selectin expression in human endothelial cells; AID 686992; HUVEC E-selectin immunofluorescence imaging; normalized: neutral wells 0, TNF-alpha wells 100; P16581; activation, % at 7.58 µM; 260,000 compounds, 0.37% hits;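 active means mean E-selectin-positive cell signal at least 10% of the positive control, reached in at least 60% of replicates, without over 20% cell loss; inconclusive means no rule given, readout overlaps actives, possibly toxicity-flagged; inactive means the rest, including those meeting only one limit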;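 further: in these data hits start at about 27%; measured in HUVEC primary endothelial cells; signal is the percent of cells scored E-selectin positive by PE staining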
Target sequence (P16581 whole entry, looked up): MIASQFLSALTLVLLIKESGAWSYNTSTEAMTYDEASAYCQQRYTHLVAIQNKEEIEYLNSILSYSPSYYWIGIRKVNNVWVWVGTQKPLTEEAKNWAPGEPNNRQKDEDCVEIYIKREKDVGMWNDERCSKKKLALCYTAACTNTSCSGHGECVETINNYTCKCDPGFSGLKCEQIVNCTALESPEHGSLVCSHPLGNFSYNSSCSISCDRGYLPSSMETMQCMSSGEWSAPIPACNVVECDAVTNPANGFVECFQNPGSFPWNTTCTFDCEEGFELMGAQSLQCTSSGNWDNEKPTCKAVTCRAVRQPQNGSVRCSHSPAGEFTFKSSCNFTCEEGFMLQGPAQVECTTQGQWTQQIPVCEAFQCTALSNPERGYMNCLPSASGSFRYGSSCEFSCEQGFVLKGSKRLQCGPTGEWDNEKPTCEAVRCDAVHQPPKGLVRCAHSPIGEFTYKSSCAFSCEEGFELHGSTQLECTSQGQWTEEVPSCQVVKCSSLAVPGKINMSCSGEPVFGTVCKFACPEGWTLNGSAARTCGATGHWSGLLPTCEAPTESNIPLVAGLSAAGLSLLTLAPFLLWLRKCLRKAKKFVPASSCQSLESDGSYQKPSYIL
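Test system: HUVEC; input: 3,000 HUVEC/well; measured by: immunofluorescence imaging; read-out: % PE-positive cells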
RAD54 inh = blocks human RAD54 Holliday junction branch migration | inhibition, % at 10.4 µM | FAM/BHQ fluorescence | Q92698 | 360,000 compounds, 0.14% hits;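 active means mean normalized replicate activity at least 40 and at least half of replicates scoring 40 or more; inconclusive means only one of the two criteria met; inactive means mean below 40 and under half of replicates reaching 40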;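 further: 0% = median of neutral control wells and 100% = median of positive control wells; inhibitors cause a drop in the FAM fluorescence signal; in these data hits start at about 50%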
esBAF inh = inhibitors of esBAF chromatin remodeling in mouse ES cells | Bmi1-luciferase knock-in reporter, 24 h; 100% = twice the neutral-well signal | reporter increase, % at 12.5 µM | 350,000 compounds, 2% hits; in the data active means activation above about 40%; inconclusive means no clear call, values can overlap the other calls;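 further: 0% = median of the plate's neutral control wells and 100% = double that signal; a rise in the Bmi1 reporter signal indicates esBAF inhibition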
ARNT-TACC3 inh = disruptors of human ARNT/TACC3 interaction; inhibition, % at 9.99 µM; 390,000 compounds, 0.66% hits; AID 623870; AlphaScreen His-ARNT PAS-B/GST-TACC3 binding, luminescence; TACC3 fragment carries E629A point mutation;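 active means mean inhibition of replicates at least 50% and at least half of replicates each reaching 50%; inconclusive means half or more replicates reach 50% but mean below 50%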;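 further: 0% = complete ARNT plus TACC3 wells and 100% = ARNT alone without TACC3; many hits fall short of the cut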
Casp6 inh = blocks human caspase-6 cleavage activity. P55212. purified caspase-6, Z-VEID-R110 cleavage fluorescence. inhibition, % at 12.5 µM. 350,000 compounds, 0.53% hits. AID 686996;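 active means mean inhibition across replicates at least about 35%, with every replicate also reaching that limit, limit read from the data; inconclusive means only one of the two criteria met; inactive means neither criterion met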;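 further: 0% = median of neutral control wells and 100% = no fluorescence left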
Target sequence (P55212 24-179 limits assumed): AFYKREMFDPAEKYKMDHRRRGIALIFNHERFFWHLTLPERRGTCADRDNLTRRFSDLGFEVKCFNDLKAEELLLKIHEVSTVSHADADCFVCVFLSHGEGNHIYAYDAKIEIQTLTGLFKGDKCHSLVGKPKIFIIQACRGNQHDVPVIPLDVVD
Target sequence (P55212 194-293 limits assumed): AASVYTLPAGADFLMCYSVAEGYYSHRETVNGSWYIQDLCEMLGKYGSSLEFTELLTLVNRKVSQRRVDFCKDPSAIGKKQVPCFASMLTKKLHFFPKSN
ERp5 block = blocks human ERp5 reductase activity on insulin. Q15084. ERp5 insulin aggregation, absorbance 650 nm, 90 min. inhibition, % at 9.99 µM. 350,000 compounds, 0.05% hits;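 active means mean replicate inhibition above about 25%, with every replicate also reaching it, limit read from the data, passing the limit was not always enough; inconclusive means only one of those two criteria met; inactive means neither criterion met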
PglD inh = PglD (C. jejuni) enzyme inhibition; purified PglD enzyme, DTNB colorimetric CoA detection; inhibition, % at 12.5 µM; 360,000 compounds, 0.098% hits; AID 602405; in the data active means inhibition above about 16%, passing the limit was not always enough; inconclusive means no clear call, values can overlap the other calls; further: strong numbers were not always called active
* hit, by the source's call; ? = inconclusive; / = not tested or not shown; & = joins results of further samples.

SMILES	RAD52 inh	E-sel inducer	RAD54 inh	esBAF inh	ARNT-TACC3 inh	Casp6 inh	ERp5 block	PglD inh
CC(C)NC(=O)N(C)C[C@H]1Oc2cc(C#CC3CC3)ccc2S(=O)(=O)N([C@H](C)CO)C[C@@H]1C	10	-0.1	-13	-3	8	2	-6	3
CSCC[C@H](NC(=O)[C@@H]1Cc2ccccc2CN1)C(=O)Nc1ccc2c(c1)OCO2	-10	0.5	-16	17	3	11	-2	1
O=C(CN1c2cccc3cccc(c23)S1(=O)=O)NCc1ccc2c(c1)OCO2	-28	/	2	0	-1	-2	-1	-2
O=C1CC(N2CCN(c3ccccc3)CC2)C(=O)N1c1ccc2c(c1)OCCO2 (centres undefined)	/	/	4	-7	-3	/	/	-6
CCN(CC(=O)Nc1ccccc1OC)C(=O)c1ccc2[nH]c3c(c2c1)CC(C)CC3 (centres undefined)	-28	/	10	9	3	0	2	1
O=C(c1cccc(C(F)(F)F)c1)N1CCc2c([nH]c3ccccc23)C1C(F)(F)F (centres undefined)	-6	/	/	/	-8	-1	4	/
Cc1ccc2c(c1)N(C(C)C(=O)NCCc1ccccc1)C(=O)CO2 (centres undefined)	-12	/	5	19	-1	0	-5	3
O=C(CN1CCOCC1)N1CCCCN2[C@H](C1)[C@H](c1ccc(Br)cc1)[C@@H]2CO	/	0.2	15	2	-6	/	1	-2
Cc1cc(C)nc(N2CCCC(C(=O)NCc3cccs3)C2)n1 (centres undefined)	10	/	1	-9	-20	20	-1	-4
O=C(/C(=C/O)N=Nc1ccccc1Cl)c1ccccc1	-13	5.6	/	/	3	-3	-4	/
CCCCN1CC(N2CCCCC2)CS1(=O)=O (centres undefined)	-7	3.5	-15	-3	/	-6	1	4
CCCc1cc(=O)n2[nH]c(NCc3ccc(OC)cc3)nc2n1	-2	/	/	3	1	-5	7	/
COc1ccc(C(=O)NC2CC(C)(C)Cc3c2cnn3-c2ccccc2C)o1 (centres undefined)	-14	-0.3	-2	/	3	5	-3	1
COc1ccc(NC(=O)c2cc(-c3sc(NC(=O)c4ccccc4)nc3C)n(Cc3ccccc3)n2)cc1	4	1.5	/	/	/	-3	0	/
Cn1c(N)c(C(=O)COC(=O)C2(c3ccccc3F)CCCC2)c(=O)n(C)c1=O	/	/	-12	-9	-3	/	/	-1

Structures listed so far that contain four or more nitrogen atoms (three):
SMILES	RAD52 inh	E-sel inducer	RAD54 inh	esBAF inh	ARNT-TACC3 inh	Casp6 inh	ERp5 block	PglD inh
Cc1cc(C)nc(N2CCCC(C(=O)NCc3cccs3)C2)n1 (centres undefined)	10	/	1	-9	-20	20	-1	-4
CCCc1cc(=O)n2[nH]c(NCc3ccc(OC)cc3)nc2n1	-2	/	/	3	1	-5	7	/
COc1ccc(NC(=O)c2cc(-c3sc(NC(=O)c4ccccc4)nc3C)n(Cc3ccccc3)n2)cc1	4	1.5	/	/	/	-3	0	/

Going on with the list:
SMILES	RAD52 inh	E-sel inducer	RAD54 inh	esBAF inh	ARNT-TACC3 inh	Casp6 inh	ERp5 block	PglD inh
Cc1c(CCOC(=O)C23CC4(C)CC(C)(CC(C)(C4)C2)C3)sc[n+]1CC(=O)c1ccccc1	27	/	/	/	12	-26	-1	/
N#Cc1cc2c(=O)n3ccccc3nc2n(-c2ccccc2Cl)c1=O	-138	0.1	-3	-39	-3	-4	2	-2
CN(/N=C/c1cccnc1)c1cnc2ccccc2n1	-4	-3.7	/	/	2	-3	5	/
COCCn1c(C)cc(C(=O)COc2ccc(C)nc2[N+](=O)[O-])c1C	-5	-5.0	-3	-62	17	6	2	1
CC(C)C(C(=O)NC1CCCC1)N(CC1CCCO1)C(=O)CNS(=O)(=O)c1ccccc1 (centres undefined)	-10	/	3	-2	14	7	-1	5
O=C(Nc1ncc(Cc2cccc(Cl)c2Cl)s1)c1ccc([N+](=O)[O-])cc1	/	2.2	5	2	-7	/	/	4
O=C(c1ccc(Cl)cc1)N1N=CCC1(O)c1ccc(Cl)cc1 (centres undefined)	-5	0.5	-2	11	0	0	4	-6
Cc1cc(NC(=O)CCc2c[nH]c3ccccc23)ccc1Oc1cccnc1	-76	1.1	/	/	/	1	-3	/
CCSc1nnc2nc3[nH]c4c(C)cccc4c3nn12	-77	/	-6	/	-3	0	2	-2
Cc1ccc(S(=O)(=O)Nc2ccc3c(c2)C(=O)N([C@@H](C)CO)C[C@H](C)[C@H](CN(C)S(=O)(=O)c2ccccc2)O3)cc1	-17	0.0	-1	6	-1	1	-3	-2
CN(C(=O)CSc1nc2scc(-c3ccccc3)c2c(=O)[nH]1)c1ccccc1	-54	0.0	-12	2	-19	2	2	5
COc1ccc(C(=O)Nc2cccnc2Sc2ccc(Cl)cc2)cc1	-3	/	2	/	-3	-1	-3	-2
COCCN1C(=O)CCC1(C)C(=O)NC1CCCCC1 (centres undefined)	-15	-0.2	15	0	/	0	-5	-5
Cc1ccccc1C(=O)Nc1nnc(CC(=O)N/N=C/c2ccco2)s1	-11	5.6	/	/	-4	-2	?	/
C/C=C/c1ccc([C@H]2[C@@H](CO)N(Cc3cccnc3)C23CN(C(=O)CC)C3)cc1	-4	-0.1	/	/	/	1	7	/
CCCCOc1ccc(-c2c(C#N)c(N)nc(SCC(N)=O)c2C#N)cc1	/	/	-10	8	-3	/	/	11
CCCCCCN1C=CC=C/C1=C\C=C(C#N)C#N	-263	0.0	-54	/	10	-2	3	-17
O=C(Nc1ccc(F)cc1)c1ccc(NC(=O)C2CCCO2)cc1 (centres undefined)	/	/	9	37	-4	/	/	-5
CC(C)NC(=O)Nc1ccc2c(c1)CC(=O)N([C@@H](C)CO)C[C@H](C)[C@@H](CN(C)Cc1ccc(Cl)c(Cl)c1)O2	-6	-26	-12	-4	6	-1	-5	-1
CCN1CCN(c2ccc(NC(=O)c3ccc4c(c3)[nH]c(=O)n4Cc3ccc(F)cc3)cc2)CC1	-14	/	/	/	10	-5	-5	/
N#CCCn1cc(C(=O)CN2C(=O)C(=O)N(C3CCCC3)C2=O)c2ccccc21	-6	/	-6	-6	0	1	5	-4
O=C(NCCO)c1cc2c(s1)CCC2	/	/	-1	3	-6	/	/	1
Cc1cccc2cc(CN(Cc3ccccc3)C(=S)NCCCN(C)C)c(=O)[nH]c12	7	/	/	/	2	-2	6	/
COc1ccccc1C(=O)Nc1ccccc1C(=O)NC1CCCCC1	-4	0.0	-11	1	15	-5	2	-1
c1ccc(C(=C2CCCO2)c2ccccc2)cc1	-10	0.1	-3	1	-1	2	0	2
COc1ccc(C)cc1S(=O)(=O)N1CCCCCC1	7	0.4	/	-6	11	1	-5	/
COc1cc(C(=O)Nc2ccc(Br)cc2C(=O)c2cc(OC)c(OC)c(OC)c2)cc(OC)c1OC	/	/	-1	-9	-5	/	/	-1
Clc1ccc(CNc2ncccn2)cc1	-2	/	1	-46	5	-1	-2	-2
NS(=O)(=O)c1ccc(CCNC(=O)COC(=O)c2ccc([N+](=O)[O-])o2)cc1	1	-0.8	0	-3	71*	16	-1	0
C[C@H](CO)N1C[C@H](C)[C@H](CN(C)S(=O)(=O)c2ccccc2)Oc2c(NS(C)(=O)=O)cccc2C1=O	-12&-27	-0.1&0.2	-4&3	-3&0	-3	1&1	-3&1	5&4
O=[N+]([O-])c1ccc(N/N=C/c2ccccc2)cc1	-16	0.3	2	/	-4	1	1	3
COc1ccc2c(c1)CCO[C@]21O[C@H](CCO)C[C@H](O)[C@H]1O	2	0.9	-7	0	/	-1	0	3
O=C(CCn1c(=S)[nH]c2cc3c(cc2c1=O)OCO3)NCCc1ccccc1Cl	-8	-0.1	-8	-11	/	-2	5	-2
Cc1nc2ccc([N+](=O)[O-])cc2c(=O)n1Cc1ccc([N+](=O)[O-])cc1	-4	0.2	-7	-5	0	3	-4	0
CCCCN(C(=O)CSc1nnnn1-c1ccccc1OC)C1CCS(=O)(=O)C1 (centres undefined)	-15	-1.0	/	0	-1	-2	1	/
COc1ccccc1NCC(=O)N1CCN(S(=O)(=O)c2ccccc2)CC1	0	0.5	-3	5	-7	-2	1	5
COc1ccc2nc(/N=C/c3c(C)[nH]n(-c4ccc(C)cc4C)c3=O)sc2c1	-18	0.0	-6	/	66*	2	4	2
CO[C@H]1CN(C)C(=O)c2ccc(NS(=O)(=O)CC(F)(F)F)cc2OC[C@H](C)N(C(=O)c2ccc3c(c2)OCO3)C[C@H]1C	-23	-0.3	-3	8	/	/	1	1
COC(=O)c1ccc(OC)cc1OCC(=O)N1CCN(c2ccc(F)cc2)CC1	/	/	-23	-1	-1	/	/	-2
O=C(Nc1ccc2c(c1)OCO2)c1cccs1	/	/	-12	?	0	/	/	3
Cc1ccc(SC(C)C(=O)N2CCC(C(N)=O)CC2)cc1 (centres undefined)	-14	/	/	/	-2	-2	-6	/
CCCC(=O)Nc1ccc(C(=O)NNC(=S)NC(=O)c2ccc(Br)o2)cc1	-32	-0.4	/	-7	-1	-2	2	/
CCOC(=O)N1CCC(NC(=O)c2ccc3c(c2)N(C)CCS3)CC1	/	/	13	6	-1	/	/	6
Oc1oc(-c2ccccc2)nc1/C=N/c1nccs1	-24	-1.0	/	/	0	0	5	/
COCCOC(=O)N1C(=O)[C@@]2(c3ccccc31)[C@H](c1ccccc1OCCO)N1[C@H](c3ccccc3)[C@H](c3ccccc3)OC(=O)[C@H]1[C@@H]2C(=O)N1CCCCCCC1	-3	/	0	/	-4	-1	1	-3
Cc1ccc(CN2CCNC(=O)C2CC(=O)NCCCn2cccn2)o1 (centres undefined)	-3	/	9	3	-1	-2	6	-1
O=C(c1ccc(CS(=O)(=O)c2ccc(Br)cc2)o1)N1CCCCCC1	24	/	-13	-7	-10	4	-2	4
C[C@@H]1CN([C@@H](C)CO)C(=O)c2cccc(NS(C)(=O)=O)c2O[C@H]1CN(C)S(=O)(=O)c1ccccc1	20	0.2	7	-3	-1	-2	-14	2
Cc1[nH]nc(-c2ccc(OCc3cnn(-c4ccccc4)c3)c(C)c2O)c1Oc1ccccc1	/	/	6	-8	-2	/	/	1
CC(C)c1ccc(N=C2N=C(N)c3ccccc32)cc1	-4	/	/	/	2	-1	0	/
C[C@H](c1ccccc1)N1C[C@@H](COCc2ccccc2)Oc2cccc(N3CCCCC3)c2S1(=O)=O	-13	1.8	/	/	/	-2	5	/
COc1ccc(OC)c(NC(=S)N2CCN(c3ccccn3)CC2)c1	/	1.1	-5	3	-2	/	/	2
CO[C@@H](CN(C)S(=O)(=O)c1ccccc1)[C@H](C)CN(Cc1ccccc1Cl)[C@@H](C)CO	8	0.1	-4	-5	-1	2	0	0
COc1ccc(CN(C)C[C@H]2OCCCC[C@@H](C)Oc3ccc(NC(=O)Cc4ccccc4)cc3C(=O)N([C@@H](C)CO)C[C@H]2C)cc1	/	-0.1	8	4	5	/	/	-2
Cc1cc(NC(=O)CCSc2nc(-c3ccco3)cc(C(F)(F)F)n2)n(-c2ccccc2)n1	-13	/	0	15	2	-2	3	-3
C[C@@H]1CN([C@@H](C)CO)C(=O)Cc2cc(NC(=O)CCCCCC(=O)Nc3ccccc3N)ccc2O[C@@H]1CN(C)Cc1ccc(Oc2ccccc2)cc1	32	5.7	-2	-5	26	1	0	3
COc1ccc(C(=O)Nc2cc(OC)cc3cccnc23)cc1	-7	0.3	9	18	-3	1	6	0
O=C1c2ccccc2NC(c2cccc(F)c2)N1Cc1ccccc1 (centres undefined)	1	0.2	-5	-9	/	3	1	6
COc1ccccc1S(=O)(=O)n1cc(Cc2ccccc2)c(N)n1	/	/	2	-5	22	/	/	-3
COc1ccc(CNC(=O)/C=C/C(=O)O)cc1	-11	0.2	1	-1	-4	1	2	-4
